PGC1a acetyl inh – PGC1a acetylation modulation, inhibitor mode. U2OS PGC1a acetylation, AlphaScreen anti-acetyl-lysine; with virally co-expressed GCN5 acetyltransferase. inhibition, % at 15.6 µM. 0.17% of 350,000 active. AID 651687;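 active = every replicate shows inhibition of at least 40%; inconclusive = mean inhibition at least 40% but some replicate below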;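 note: 0% = neutral control wells and 100% = positive control wells; some results beyond the cut were filed as inactive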
ERAP1 inh – blocks human ERAP1 aminopeptidase activity; inhibition, % at 10.7 µM; 0.15% of 340,000 active; Q9NZ08; recombinant ERAP1, Leu-AMC fluorescence, 60 min;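 active = mean replicate inhibition of at least 30%, or all replicates individually reaching that 30% level; inactive = mean below 30% and not every replicate reaching it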;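 note: 0% = neutral control wells and 100% = L-leucinethiol positive control wells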
Target sequence (Q9NZ08 whole entry, looked up): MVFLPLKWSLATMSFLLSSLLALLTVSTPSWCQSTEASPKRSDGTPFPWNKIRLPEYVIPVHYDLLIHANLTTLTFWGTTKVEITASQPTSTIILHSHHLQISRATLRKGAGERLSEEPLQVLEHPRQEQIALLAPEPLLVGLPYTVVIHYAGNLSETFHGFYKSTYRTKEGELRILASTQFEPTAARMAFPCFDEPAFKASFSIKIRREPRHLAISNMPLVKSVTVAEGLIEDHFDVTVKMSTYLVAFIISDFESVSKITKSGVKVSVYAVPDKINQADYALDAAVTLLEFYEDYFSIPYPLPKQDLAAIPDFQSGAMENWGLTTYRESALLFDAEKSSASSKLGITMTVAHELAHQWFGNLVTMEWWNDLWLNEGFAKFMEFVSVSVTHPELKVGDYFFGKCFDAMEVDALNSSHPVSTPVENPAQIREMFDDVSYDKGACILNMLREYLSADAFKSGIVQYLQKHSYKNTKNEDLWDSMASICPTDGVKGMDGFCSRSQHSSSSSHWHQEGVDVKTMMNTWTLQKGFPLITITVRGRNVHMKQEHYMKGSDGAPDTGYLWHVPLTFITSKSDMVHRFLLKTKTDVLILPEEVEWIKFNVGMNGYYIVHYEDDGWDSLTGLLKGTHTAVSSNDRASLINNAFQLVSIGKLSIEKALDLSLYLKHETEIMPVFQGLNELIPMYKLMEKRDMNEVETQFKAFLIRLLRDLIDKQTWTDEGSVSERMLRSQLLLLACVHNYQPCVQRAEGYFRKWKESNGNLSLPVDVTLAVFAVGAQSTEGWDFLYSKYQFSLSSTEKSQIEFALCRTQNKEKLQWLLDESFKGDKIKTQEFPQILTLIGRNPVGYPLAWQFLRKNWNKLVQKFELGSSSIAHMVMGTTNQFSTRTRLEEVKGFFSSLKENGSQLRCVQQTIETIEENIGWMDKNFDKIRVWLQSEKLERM
E-selectin induc – induces E-selectin expression in human endothelial cells | P16581 | HUVEC E-selectin immunofluorescence imaging; normalized: neutral wells 0, TNF-alpha wells 100 | activation, % at 7.58 µM | 0.37% of 260,000 active | AID 686992;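 active = mean E-selectin-positive cell signal at least 10% of the positive control, reached in at least 60% of replicates, without over 20% cell loss; inconclusive = no rule given, readout overlaps actives, possibly toxicity-flagged; inactive = the rest, including those meeting only one limit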;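 note: in these data hits start at about 27%; measured in HUVEC primary endothelial cells; signal is the percent of cells scored E-selectin positive by PE staining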
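Test system: HUVEC | Signal: Immunofluorescence imaging | Read-out: Percent E-selectin-positive cells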
miR-122 sensor – blocks miR-122 activity in Huh7 sensor cells. Huh7 miR-122 Renilla luciferase sensor, 48 h; neutral wells = 0, positive control = 100. activation (reporter increase), % at 12.5 µM. 0.3% of 340,000 active;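 active = mean replicate activation score at least 90 and every replicate individually at or above 90; inconclusive = only one of the two criteria met; inactive = neither criterion met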;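 note: higher luciferase means less miR-122 activity so hits act as miR-122 inhibitors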
PglD DTNB – PglD (C. jejuni) enzyme inhibition. purified PglD enzyme, DTNB colorimetric CoA detection. inhibition, % at 12.5 µM. 0.098% of 360,000 active. AID 602405; in the data active = inhibition above about 16%, passing the limit was not always enough; inconclusive = no clear call, values can overlap the other calls; note: strong numbers were not always called active
RAD54 branch – blocks human RAD54 Holliday junction branch migration. 0.14% of 360,000 active. FAM/BHQ fluorescence. inhibition, % at 10.4 µM;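 active = mean normalized replicate activity at least 40 and at least half of replicates scoring 40 or more; inconclusive = only one of the two criteria met; inactive = mean below 40 and under half of replicates reaching 40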;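 note: 0% = median of neutral control wells and 100% = median of positive control wells; inhibitors cause a drop in the FAM fluorescence signal; in these data hits start at about 50%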
RAD52 inh – inhibitors of human RAD52 DNA annealing | P43351 | recombinant RAD52 DNA annealing, FRET fluorescence | inhibition, % at 18.7 µM | 0.46% of 360,000 active;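 active = every replicate showing at least 50% inhibition; inconclusive = mean inhibition at least 50% but not in every replicate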
Cneo AK release – Cryptococcus neoformans lysis via adenylate kinase release; C. neoformans lysis, adenylate kinase release luminescence, 4 h; normalised: neutral wells 0, clomiphene wells 100; 0.2% of 360,000 active; AID 651654; lysis activity, % at 15 µM;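 active = mean lysis activity across replicates of at least 80%, whatever share of replicates individually reach that level; inactive = mean lysis activity below 80%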
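read-out = cell lysis signal | test system = log-phase Cryptococcus neoformans yeast cells | input = cells at 5 × 10^6 per mL | medium = fresh YPD growth medium | signal = luminescent adenylate kinase detection reagent | timing = 4 h at 37 °C static, read 1 h later | dosing = single dose | controls = Clomiphene as positive lysis control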
The depositor's hits bear a star; ? = inconclusive; . = not tested or not shown; & = joins results of further samples; [ ] = remark or other dose.

entry | SMILES | miR-122 sensor | Cneo AK release | RAD54 branch | PGC1a acetyl inh | E-selectin induc | ERAP1 inh | RAD52 inh | PglD DTNB
1 | Cc1noc(C)c1S(=O)(=O)Nc1ccc2c(c1)CC(=O)N([C@H](C)CO)C[C@@H](C)[C@H](CN(C)Cc1ccc3c(c1)OCO3)O2 | 1.7[16.7 µM] | 1.0 | 7.5 | 2.5 | . | -0.8 | 13.3 | 0.6
2 | Cc1nc2ccc(NC(=O)c3cccc(S(=O)(=O)N4CCOCC4)c3)cc2s1 | 16.4 | 1.0 | 0.0 | -19.2 | -0.4 | -7.0 | -76.5 | -3.2
3 | CCc1nnc(SC(C)C(=O)Nc2nccs2)n1C (configuration not stated) | . | -1.2 | -8.2 | . | -0.2 | -0.7 | -8.6 | 2.9
4 | Cc1cccc(NC(=O)CNC(=O)COC(=O)CCS(=O)(=O)c2ccccc2)c1C | 3.5 | -0.2 | -3.9 | 1.4 | 6.5 | -0.6 | -5.9 | 0.6
5 | COC(=O)c1ccc(CSc2nnc(CNC(=O)c3ccccc3F)o2)o1 | -8.2 | -2.1 | -0.6 | -8.9 | . | . | . | -3.2
6 | CCCCN(CC)Cc1ccc(CNC(=O)Nc2ccccc2)o1 | -28.3 | 0.5 | 5.3 | 1.9 | . | -1.4 | -9.9 | 0.2
7 | COCCN1C=C2C(=O)C(C)(OC(=O)C3CCCC3)C(=O)C(c3ccccc3)=C2C=C1CCCC(=O)OC (configuration not stated) | -3.4 | -1.9 | -2.2 | -3.3 | . | 2.8 | -63.6 | 3.7
8 | CSc1nsc(/C=C/Nc2ccc(O)cc2C)c1C#N | -1.2 | -0.1 | -2.7 | -0.3 | . | 14.3 | -5.9 | -1.3
9 | COc1ccc(N(CC(=O)Nc2cccc(C)c2)S(=O)(=O)c2c(C)n[nH]c2C)cc1 | -8.2 | -1.1 | 10.5 | . | . | . | . | 6.1
10 | NS(=O)(=O)c1ccc(N2CCCCCC2)c([N+](=O)[O-])c1 | 4.6 | . | . | -2.6 | . | -1.6 | 5.1 | .
11 | O=C1C2ON(c3ccccc3)C(c3ccncc3)C2C(=O)N1c1ccc(N2CCOCC2)cc1 (configuration not stated) | 0.7 | -0.8 | -2.0 | 4.7 | 1.8 | . | -27.3 | -0.5
12 | COC(=O)c1ccc(CSc2nnc(Nc3ccc(C)cc3)s2)o1 | 6.9 | -0.5 | -9.8 | -4.5 | . | . | . | -0.1
13 | C[C@H](CO)N1C[C@H](C)[C@H](CN(C)S(C)(=O)=O)Oc2cc(-c3ccncc3)ccc2S1(=O)=O | 43.7[16.7 µM] | 0.4 | 2.5 | 13.7 | 0.5 | -4.4 | 3.2 | 9.6
14 | COC(=O)c1ccc(/C=C/c2c(-c3ccc(OC)cc3)sc3ccccc23)cc1 | -2.5 | -0.8 | 5.6 | -14.2 | 0.0 | -1.0 | -13.5 | 0.7
15 | CCOc1ccc(-c2csc(NC(=O)c3ccco3)n2)cc1 | -5.4 | -0.1 | -1.6 | . | -0.2 | -0.6 | -1.9 | -0.9
16 | COc1cccc(S(=O)(=O)Nc2ccc3c(c2)[C@@H]2C[C@@H](CC(=O)NCc4cccc(F)c4)O[C@H](CO)[C@@H]2O3)c1 | 8.6[16.7 µM] | 105.9* | -1.9 | 0.9 | -0.4 | -0.3 | -28.3 | -4.6
17 | CCCNC(=O)N1[C@@H]2CNC[C@H]1C2c1ccc(-c2cccnc2)cc1 (some centres not stated) | . | . | . | 11.4 | 0.0&0.2 | -4.4&-2.5 | 5.5&-2.8 | .
18 | O=[N+]([O-])c1cc(Cl)cc2c1nc(NCCO)c1ccccc12 | -8.4 | -3.5 | 6.2 | . | . | 3.1 | 3.6 | -1.3
19 | CCOC(=O)/C(C#N)=C/c1c(N2CCN(c3cccc(Cl)c3)CC2)nc2c(C)cccn2c1=O | -0.2 | 0.2 | -6.4 | -1.0 | -0.1 | -1.4 | -16.2 | -4.3
20 | CN(C)C(=O)c1ccc(-c2ccc3c(c2)[C@@H]2[C@@H](CCN2C(=O)Cc2ccccn2)[C@@H](CO)N3C)cc1 | -22.6[16.7 µM] | 59.2 | 1.5 | 6.4 | -0.5 | -0.2 | -31.6 | -0.3
21 | COc1cccc(NC(=O)N2[C@H](CO)[C@H](c3ccccc3)[C@@H]2CNC(C)C)c1 | -0.7[16.7 µM] | 0.8 | 1.5 | -9.8 | 0.1 | -1.1 | -122.3 | -0.7
22 | COc1ccc(N(C(=O)c2ccncc2)S(=O)(=O)c2ccc3c4c(cccc24)C(=O)N3C)cc1 | ? | . | . | 3.8 | . | -1.8 | -8.2 | .
23 | Cc1cccc(NS(=O)(=O)c2nnc(NC(=O)c3ccc(C)c(C)c3)s2)c1 | 14.5 | 0.4 | -12.9 | -12.7 | 0.1 | -3.5 | -1.6 | -4.9
24 | CCOC(=O)CC1NCCc2c1[nH]c1ccc(OC)cc21 (configuration not stated) | -8.6 | 0.0 | -20.5 | -2.4 | -0.1 | 0.4 | -4.8 | 5.6
25 | CCOc1cc(/C=N/NC(=O)c2ccc(-c3csc(Nc4ccc(C)cc4)n3)cc2)ccc1OCC(=O)O | 8.4 | . | . | -6.2 | . | 0.7 | -4.1 | .
26 | CC(=O)N1CCOc2cc(S(=O)(=O)NCc3ccc(F)cc3)c(C)cc21 | 15.0 | -1.4 | 4.6 | 8.8 | -0.1 | -2.7 | -9.6 | -3.8
27 | C[C@@H]1CN([C@H](C)CO)C(=O)c2cc(/C=C/c3ccccc3)cnc2O[C@@H]1CN(C)C(=O)Nc1ccc(C(F)(F)F)cc1 | . | -12.6 | -2.3 | 2.4 | 0.5 | -1.4 | 11.1 | 4.7
28 | CC(C)C(=O)Nc1ccc(C(=O)NNC(=S)NC(=O)c2ccccc2[N+](=O)[O-])cc1 | -6.1 | 0.2 | 0.6 | 3.5 | -1.0 | -0.5 | -29.9 | 0.0
29 | CCCN1C[C@@H](C)[C@H](OC)CN(C)C(=O)c2cc(NC(=O)c3ccc(F)cc3)ccc2OC[C@H]1C | -13.6[16.7 µM] | -3.5 | -2.2 | 15.5 | -0.2 | 0.1 | 15.9 | -4.7
30 | COc1ccc(-c2n[nH]c(=S)n2-c2cc(OC)ccc2OC)cc1 | -6.0 | 10.9 | 3.4 | 7.4 | 2.7 | 1.0 | -13.6 | 2.0
31 | CCc1sc(C(=O)Nc2ccc(N3CCOCC3)cc2)cc1C | 6.1 | -0.3 | -10.1 | -0.9 | 0.4 | 3.8 | -1.4 | -1.8
32 | CC(=O)NC(C)(c1ccccc1)c1nc(-c2cccc3cccnc23)cs1 (configuration not stated) | -6.2 | -1.8 | 3.3 | -3.0 | -0.1 | 3.8 | -3.8 | -1.6
33 | C/C(=C\c1ccccc1)CN1CCC(C(=O)N2CCCC(C)C2)CC1 (configuration not stated) | 39.5 | . | . | -11.2 | -2.4 | 6.2 | -10.5 | .
34 | O=C(N/N=C/c1ccccn1)c1cc(-c2ccc(Cl)s2)[nH]n1 | . | -1.0 | 6.1 | . | -0.1 | 1.4 | -22.6 | 5.9
35 | O=[N+]([O-])c1ccc(C[n+]2ccc(Cc3ccccc3)cc2)cc1 | -6.5 | -2.3 | 13.6 | . | . | 11.6 | 0.2 | 4.2
36 | COc1ccc(NC(=O)Nc2ccc3c(c2)CC(=O)N([C@@H](C)CO)C[C@H](C)[C@H](CN(C)C)O3)cc1 | 0.2[16.7 µM] | -0.2 | 4.7 | 1.9 | 2.4 | 0.5 | 1.7 | 6.4
37 | C[C@@H]1CN([C@H](C)CO)C(=O)c2cc(NC(=O)Nc3ccccc3)ccc2O[C@H]1CN(C)S(=O)(=O)c1ccccc1 | -2.1[16.7 µM] | -0.3 | 0.4 | 4.9 | 0.3 | -0.2 | -9.4 | 0.1
38 | CCOc1ccc(-c2nc(CSCC(=O)NC3CCCc4ccccc43)c(C)o2)cc1 (configuration not stated) | 1.3 | 1.5 | -2.6 | -4.8 | . | . | . | -4.8
39 | COc1ccccc1NC(=O)CCN1C(=O)/C(=C\c2cc(OC)c(OC)c(OC)c2)SC1=S | -4.0 | -2.9 | -7.4 | -9.3 | -0.1 | 0.4 | -64.8 | 2.9
40 | COc1ccc(S(=O)(=O)NC2CC2)cc1Cl | 1.9 | 0.2 | 7.1 | . | 0.0 | . | -3.6 | 3.7
41 | CCOC(=O)c1c(NC(=O)C2C3C=CC(CC3)C2C(=O)O)sc(C)c1CC (configuration not stated) | 3.4 | 0.5 | 5.1 | -7.0 | 1.2 | 1.0 | -1.1 | -0.3
42 | C=CCOCCN(CC)CC | . | -0.7 | 5.9 | . | 1.8 | 0.6 | -1.2 | -3.2
43 | COc1ccc(CNC(=O)CCNS(=O)(=O)c2ccc(NC(C)=O)cc2)cc1OC | . | -0.8 | 11.6 | . | . | -0.2 | -12.4 | 2.9
44 | O=C(C[C@@H]1C[C@H]2c3cc(NC(=O)NC4CCCC4)ccc3O[C@H]2[C@H](CO)O1)NCc1ccc(Oc2ccccc2)cc1 | 42.2[16.7 µM] | 0.4 | -3.9 | -3.0 | 1.2 | 0.9 | 7.5 | 3.2
45 | C[C@@H]1CCCCO[C@@H](CN(C)C(=O)Nc2ccc(F)cc2)[C@@H](C)CN([C@H](C)CO)C(=O)c2cc(NC(=O)CCCN(C)C)ccc2O1 | 16.3[16.7 µM] | -0.7 | -1.3 | 0.3 | 0.3 | 1.4 | -13.3 | 1.8
46 | CC(=O)N1CCN(CCN=CC2=C(O)CC(C)(C)CC2=O)CC1 | -2.2 | -2.0 | -13.9 | -6.7 | . | . | . | -9.0
47 | O=C(c1ccccc1)c1ccc2nc(-c3ccc(NC(=O)c4ccccc4F)cc3)[nH]c2c1 | -10.0 | 7.7 | -3.6 | -8.6 | . | . | . | -1.9
48 | COc1ccc(/C=N/Nc2nc3ccccc3c(=O)[nH]2)cc1 | 2.0 | -2.1 | 8.7 | 4.9 | . | . | . | 5.4
49 | Fc1ccc(-c2n[nH]c(=S)n2CC2CCCO2)cc1 (configuration not stated) | -2.0 | -1.1 | 3.3 | -17.3 | . | . | . | 0.3
50 | CC1CCc2sc(C(=O)NNC(=S)NCC3CCCO3)cc2C1 (configuration not stated) | . | -1.5 | -6.6 | . | . | 3.4 | -8.2 | 6.3
51 | CN(C)C(=O)CN(c1ccc(F)c(Cl)c1)S(C)(=O)=O | 0.0 | -0.8 | -7.8 | 5.3 | . | . | . | 0.0
52 | O=C(c1ccc(S(=O)(=O)N2CCCCC2)cc1)N1CCN(c2ccccc2)CC1 | . | 5.5 | -1.0 | -4.6 | . | . | . | -5.3
53 | COc1ccccc1NC(=O)Nc1ccc2c(c1)C(=O)N(C)C[C@@H](OC)[C@@H](C)CN[C@H](C)CO2 | . | -1.2 | -4.3 | 1.5 | -0.1 | . | 2.8 | -3.0
54 | CCN1C(=O)N[C@@H](c2cccc(C(F)(F)F)c2)[C@H](C(C)=O)[C@H]1C | . | 0.5 | 2.7 | . | -0.1 | 1.8 | -1.6 | 0.3
55 | O=C(Cc1ccccc1)Oc1coc(CSc2ncccn2)cc1=O | -1.2 | 0.8 | -4.4 | -1.1 | -0.2 | . | -6.8 | 0.6
56 | CCOC(=O)N1CCC(NC(=O)C(CC(C)C)NC(=O)C2CCC(C)CC2)CC1 (configuration not stated) | -6.4 | -2.7 | -16.4 | 4.9 | . | . | . | -11.0

Assay outcomes from PubChem.
